Source: PubChem
KCNQ1 act: potentiates or activates the human KCNQ1 potassium channel; CHO-K1 KCNQ1, thallium flux FluxOR fluorescence; stronger effect = higher value; B-score at 10 µM; 0.35% of 310,000 active;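 active = fluorescence ratio B-score, a plate-corrected score, at least three library SD, with initial intensity B-score within 5 SD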
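System: Stable KCNQ1 CHO-K1 line | Incubation: 90 min dye loading and 20 min compound exposure, both at room temperature | Measure: Ratio B score | Medium: Assay buffer for compound exposure, DMSO matched across wells | Compound dosing: Single-concentration screen | Probe or stimulus: K+/Tl+ depolarizing stimulus | Measured by: Kinetic FluxOR fluorescence, 10 s baseline plus 110 s post-stimulus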
SKKanGAS inh: inhibitors of SKKanGAS S. pyogenes growth in kanamycin (SK-promoter or general growth effect); inhibition, % at 7.5 µM; BacTiter-Glo, 6 h; AID 1662; 1.3% of 300,000 active;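 active = mean replicate score, as percent of positive control median, at least 50; inconclusive = mean below 50 but one replicate at or above 50; inactive = mean and every replicate below 50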;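 also: strain carries kanamycin resistance gene driven by streptokinase promoter and grows in 40 µg/ml kanamycin; loss of luminescence reflects streptokinase promoter inhibition or plain growth inhibition; 0% = median of DMSO wells and 100% = positive control at its reference dose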
ANO1 activ: activators or potentiators of mouse TMEM16A chloride channel | B-score at 10 µM | HEK293 TMEM16A/YFP-H148Q/I152L, iodide quench fluorescence; stronger effect = lower value | Q8BHY3 | 0.3% of 340,000 active;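 active = fluorescence-ratio B-score plate-corrected deviation score at least 3 library SD below zero, with starting fluorescence score within 5 deviations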;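 also: channel opened by trigger with iodide after compound preincubation; score built on the fluorescence ratio of max minus min over baseline; more negative score means more quench and so TMEM16A activation or potentiation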
KCNQ1 block: human KCNQ1 channel inhibition | P51787 | CHO-K1 KCNQ1, FluxOR thallium flux fluorescence; stronger effect = higher value | B-score at 10 µM | 1.3% of 310,000 active | AID 2642;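 active = compounds whose thallium flux B-score, printed positive for inhibition, exceeds three library SD while starting fluorescence stays within three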;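 also: channel opened by potassium depolarization with thallium stimulus after 20 min compound exposure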
RGS4 inh: inhibitors of human RGS4 | B-score at 10 µM | HEK293 M3R/RGS4 inducible, Fluo-4 calcium flux; stronger effect = higher value; triggered by carbachol at its EC20 | AID 463165 | 0.45% of 310,000 active | P49798;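 active = B-score, a plate-corrected calcium signal, over three deviations above library mean, with baseline fluorescence within five deviations of library mean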;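 also: RGS4 expression induced by doxycycline in cells with stable M3 receptor; B-score is computed from the integrated fluorescence ratio over baseline after carbachol; higher B-score means a larger calcium signal and so more RGS4 inhibition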
RGS4 act: RGS4 potentiation or activation | 0.92% of 310,000 active | B-score at 10 µM | HEK293 M3R/inducible RGS4, carbachol calcium flux Fluo4; stronger effect = lower value;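 active = B-score of the integrated calcium signal more than 4 SD below the library mean, with starting fluorescence not abnormally high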;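 also: negative B-score means reduced calcium response which marks RGS4 activation or potentiation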
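test system = HEK293 cells with stable M3R and inducible RGS4 | schedule = recording 10 s baseline at 1 Hz, 100 s post-agonist | technique = Fluo4-AM (2 µM) calcium-flux fluorescence, kinetic read | measure = Agonist-evoked peak-minus-minimum fluorescence over baseline, integrated ratio, B score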
KCNK3 block: human KCNK3 channel inhibition, primary screen | O14649 | CHO-KCNK3 thallium flux, FluxOR fluorescence; stronger effect = lower value | B-score at 10 µM | 0.84% of 340,000 active | AID 602410;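 active = B-score under library mean minus 4 SD, starting fluorescence ratio at most library mean plus 5 SD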;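 also: more negative B-score means stronger inhibition of thallium flux through KCNK3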
TMEM16A inh: blocks the mouse calcium-activated chloride channel TMEM16A. Q8BHY3. HEK293 TMEM16A/YFP iodide influx fluorescence, ionomycin. normalized B-score (activity score, 25-100; higher = stronger inhibition) at 10 µM. 1.2% of 310,000 active. AID 588511;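 active = ratio plate-corrected score three or more library SD toward inhibition, starting fluorescence score within five deviations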;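 also: score derived from kinetic fluorescence span divided by baseline fluorescence per well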
HDAC3 inhib: inhibitors of human histone deacetylase 3; AID 2718; O15379; 0.15% of 320,000 active; inhibition, % at 8.3 µM; recombinant HDAC3, fluorogenic peptide/trypsin coupled, fluorescence; in the data active = inhibition above about 26%, passing the limit was not always enough; inconclusive = no clear call, values can overlap the other calls
KCNK9 inh: human KCNK9 channel inhibition | HEK293 KCNK9, FluxOR thallium flux fluorescence; stronger effect = lower value | 1.2% of 310,000 active | B-score at 10 µM | AID 488922;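 active = ratio B-score over 3 SD below the library mean, with starting fluorescence within 5 SD of its mean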;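 also: negative B-score means less thallium flux so channel inhibition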
hERG rescue: compounds protecting human hERG from proarrhythmic drug block; activation (rescue from dofetilide block), less the hit threshold, % at 10 µM; AID 1511; CHO-hERG, FluxOR thallium flux, dofetilide IC70 present; 0.51% of 310,000 active;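 active = activation above the mean of controls blocked by dofetilide plus 5 SD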;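 also: thallium influx through hERG after potassium depolarization seen as dye fluorescence rise; in these data hits start at about 4.7%; inactives centre near -7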
Target sequence (Q12809 whole entry, looked up): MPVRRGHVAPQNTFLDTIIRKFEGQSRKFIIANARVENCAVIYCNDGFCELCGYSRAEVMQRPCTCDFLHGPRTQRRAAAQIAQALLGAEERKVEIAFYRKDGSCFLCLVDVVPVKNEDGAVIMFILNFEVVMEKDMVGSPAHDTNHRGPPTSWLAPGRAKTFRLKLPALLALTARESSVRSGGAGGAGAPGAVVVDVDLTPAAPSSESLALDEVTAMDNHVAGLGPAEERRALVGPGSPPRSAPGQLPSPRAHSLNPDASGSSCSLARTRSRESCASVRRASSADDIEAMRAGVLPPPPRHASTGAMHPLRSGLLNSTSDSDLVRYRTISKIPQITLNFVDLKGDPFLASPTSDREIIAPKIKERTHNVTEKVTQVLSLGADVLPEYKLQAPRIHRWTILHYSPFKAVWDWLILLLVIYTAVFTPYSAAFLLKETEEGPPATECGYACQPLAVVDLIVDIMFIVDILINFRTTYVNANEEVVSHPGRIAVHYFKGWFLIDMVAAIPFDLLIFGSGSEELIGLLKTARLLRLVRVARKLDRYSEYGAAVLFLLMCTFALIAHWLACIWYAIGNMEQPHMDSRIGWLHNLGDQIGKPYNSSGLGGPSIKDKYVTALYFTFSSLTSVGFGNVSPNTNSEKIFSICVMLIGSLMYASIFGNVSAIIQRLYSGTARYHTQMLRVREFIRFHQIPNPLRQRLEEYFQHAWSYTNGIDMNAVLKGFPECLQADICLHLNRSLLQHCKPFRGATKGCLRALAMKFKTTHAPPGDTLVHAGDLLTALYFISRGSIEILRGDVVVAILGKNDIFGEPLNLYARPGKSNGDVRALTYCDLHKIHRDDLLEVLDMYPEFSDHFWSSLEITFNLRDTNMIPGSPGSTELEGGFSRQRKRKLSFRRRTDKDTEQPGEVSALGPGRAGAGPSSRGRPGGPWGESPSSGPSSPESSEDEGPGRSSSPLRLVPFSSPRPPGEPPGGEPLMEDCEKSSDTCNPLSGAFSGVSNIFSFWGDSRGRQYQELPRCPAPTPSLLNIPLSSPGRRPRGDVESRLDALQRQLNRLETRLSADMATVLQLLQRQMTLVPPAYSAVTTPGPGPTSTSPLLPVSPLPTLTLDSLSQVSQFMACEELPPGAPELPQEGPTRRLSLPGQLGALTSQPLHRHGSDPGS
Numbers without * were called inactive; i = inactive; ? = inconclusive; . = no result given.

compound	KCNQ1 act	SKKanGAS inh	ANO1 activ	KCNQ1 block	RGS4 inh	RGS4 act	KCNK3 block	TMEM16A inh	HDAC3 inhib	KCNK9 inh	hERG rescue
O=C(CSCc1ccc(Cl)cc1)Nc1cc([N+](=O)[O-])ccc1O	i	27	i	i	i	i	i	i	-7	i	-10
O=C1C(Cl)=C(N2CCCCC2)C(=O)C(Cl)=C1c1cnc(N2CCCCC2)s1	i	42	i	7*	i	i	i	.	.	i	-3
O=C(NCCCn1ccnc1)c1ccc(F)cc1	i	-3	i	i	i	i	i	i	1	i	-6
CC1CCCCC1NC(=O)CN1C(=O)NC(Cc2ccccc2)(Cc2ccccc2)C1=O (configuration not stated)	i	0	i	i	i	i	i	i	-6	i	-24
CCN(CC)C(=O)CSC1=Nc2ccccc2C2=NC(Cc3c[nH]c4ccccc34)C(=O)N12 (configuration not stated)	i	-8	i	i	i	i	i	i	0	i	-5
COc1ccc(S(=O)(=O)Nc2ccccc2C(=O)N2CCOCC2)cc1C	i	2	i	i	i	i	i	i	3	i	-6
CC(C)c1nc2oc3c(N(C)CCO)ncnc3c2c2c1CCC2	i	3	i	i	i	i	i	i	8	i	-12
CCCCCCNC(=O)CNC(=S)N(Cc1cccs1)C1CCCCC1	i	12	i	7*	i	i	i	i	-3	i	-3
Cc1ccc(C(C)C)cc1S(=O)(=O)NCc1cccnc1	i	-6	i	i	i	i	i	i	0	i	-7
CCCOC(=O)NC1CCS(=O)(=O)C1 (configuration not stated)	i	1	i	i	i	i	i	i	-3	i	-7
CCn1c2ccccc2c2nn(C)c(=N)nc21	i	4	i	i	i	i	i	i	2	i	-4
Cc1ccc(N(CC(=O)NCC(O)c2ccccc2)S(=O)(=O)c2ccc(C)cc2)cc1 (configuration not stated)	i	-9	i	i	i	i	i	i	1	i	-9
CN(C)S(=O)(=O)NCC1CCCN(Cc2cc3ccccc3s2)C1 (configuration not stated)	i	-6	i	i	i	i	i	i	4	i	-6
CCOC(=O)C1(C(=O)OCC)CC1c1ccccc1 (configuration not stated)	i	3	i	i	i	i	i	i	3	i	-5
CC(C)CNC(=O)C(=O)NCc1ccccc1	i	-12	i	i	i	i	i	i	-1	i	-7
O=C(CSC1=NCCS1)NC(c1ccccc1)c1ccccc1	i	1	i	i	i	i	i	i	?	i	-12
O=C(O)Cc1ccc(NC(=O)C2CC=CCC2C(=O)O)cc1 (configuration not stated)	i	-4	.	i	i	i	.	i	-5	i	8.7*
COc1ccc(NC(=O)N2CCc3ccccc3C2)cc1OC	i	1	i	i	i	i	i	i	6	i	-3
COc1cc(CO)ccc1OCc1ccc(Cl)nc1	i	5	i	i	i	i	i	i	-1	i	-13
O=C1CC(NC(=O)c2ccc(Cl)cc2)C(=O)N1 (configuration not stated)	i	0	i	i	i	i	i	i	-2	i	-2
Cc1ccc(S(=O)(=O)N(C)CC(=O)NCCCc2ccccc2)cc1	i	0	i	i	i	i	i	i	-3	i	-10
CCN(CC)S(=O)(=O)c1ccc(C)c(NC(=S)N2CCN(Cc3ccc4c(c3)OCO4)CC2)c1	i	-10	i	i	i	i	i	i	5	i	-14
CCOc1cc(C(=O)Nc2ccc(C)cc2O)ccc1OCC(=O)N1CCOCC1	i	5	i	i	i	i	i	i	-2	i	-21
COc1cccc(CNC(=O)C2CCN(S(=O)(=O)c3ccc4c(c3)NC(=O)C(C)S4)CC2)c1 (configuration not stated)	i	1	i	i	i	i	i	i	0	i	-8
COc1cccc(NC(=O)CCN2CCC(C(N)=O)CC2)c1	i	1	i	i	i	i	i	i	0	i	-5
O=C(c1ccco1)N1CCN(C(=O)c2ccc(-c3cccc(C(F)(F)F)c3)o2)CC1	i	3	i	i	i	i	i	i	9	i	-17
Cc1cccc(OCCCC(=O)N2CCCc3ccccc32)c1C	i	21	i	i	i	i	i	i	6	i	-17
CCCC(=O)N1N=C(c2ccccc2)CC1c1cn(C)c2ccccc12 (configuration not stated)	i	37	i	i	i	i	i	i	2	i	-7
CCOC(=O)C1CCN(C(=O)c2cccc(Cl)c2)CC1	i	-1	i	i	i	i	i	i	3	i	-11
COc1cc(/C=N/N2CCOCC2)ccc1OCc1ccc(Cl)cc1	i	9	i	i	i	i	i	i	-5	i	-4
CCC(C)C1NC(=S)N(Cc2ccccc2)C1=O (configuration not stated)	i	-3	i	i	i	i	i	i	-8	i	-11
NC(=O)c1nsc(C(=O)N(CC(=O)NC2CCCC2)c2cnc3ccccc3c2)c1N	i	-6	.	i	i	i	.	i	9	i	-15
CCn1c(=O)c(C(=O)CC#N)c(N)n(Cc2ccccc2)c1=O	i	7	i	i	i	i	i	i	1	i	-12
COC(=O)c1ccc(/C=N\NC(=O)c2c(C)nc3ccc(Cl)cn23)cc1	i	6	i	i	i	i	i	i	-3	i	-5
CCOC(=O)N1CCN(Cc2ccc(O)c3ncccc23)CC1	i	30	.	i	i	i	.	i	15	i	-12
Cc1ccc(-n2c(C)cc(/C=N/NC(=O)Cn3c4ccccc4c(=O)c4ccccc43)c2C)cc1	i	16	i	i	i	i	i	i	-40	i	-8
Cc1ccc(NC2=NCCC2)cc1Cl	i	-2	i	i	i	i	i	i	-2	i	-9
CCOc1ccc(N(CC(=O)NCCc2ccccc2)S(=O)(=O)c2ccccc2)cc1	i	-1	i	i	i	i	i	i	-10	i	-6
CCCS(=O)(=O)N1CCN=C1SCc1ccc(F)cc1	i	4	i	i	i	i	i	i	0	i	-9
Cc1ccc(C(=O)OC(C)CN2CCN(C)CC2)cc1 (configuration not stated)	i	-5	i	i	i	i	i	i	1	i	1
O=C(CCC(=O)NNC(=O)c1ccccc1[N+](=O)[O-])NCc1ccccc1	i	-1	i	i	i	i	i	i	2	i	-6
Cc1ccc(-n2cc(CN3CCC(CO)(Cc4cccc(C(F)(F)F)c4)CC3)cn2)cc1	i	0	i	i	i	i	i	i	6	i	-23
Cc1ccc(NNC(=O)c2ccc(Cl)cc2)nn1	i	3	i	i	i	i	i	i	1	i	-5
CCOC(=O)c1c(C)n(C)c2ccc(OCC(O)Cn3c(C)nc4ccccc43)cc12 (configuration not stated)	i	6	i	i	i	i	i	100*	-4	i	-19
O=C(CSc1n[nH]c(=O)n1Cc1ccco1)c1ccc(F)cc1	i	-4	i	i	i	i	i	i	.	i	-5
CCOc1ccccc1CNC(=O)C1CCCN(c2ncnc3c2nc2n3CCCCC2)C1 (configuration not stated)	i	-5	i	i	i	i	i	i	11	i	-11
Cc1ccc(CNC(=O)C2CCCCN2S(=O)(=O)c2ccccc2)cc1 (configuration not stated)	i	-3	i	i	i	i	i	i	-3	i	-5
Cc1ccccc1C(=O)NNC(=O)c1ccc(F)cc1	i	4	i	i	i	i	i	i	-5	i	-9
C=CCNC(=O)COc1coc(CN2CCN(C(=O)c3ccco3)CC2)cc1=O	i	1	i	i	i	i	i	i	.	i	-13
COC(=O)c1cc(NS(=O)(=O)c2ccc(F)cc2)ccc1N1CCOCC1	i	-1	i	i	i	i	i	i	-3	i	-2
Cc1ccc(OCCCn2ccnc2)cc1C	i	2	i	i	i	i	i	i	0	i	-7
CC1(C)CC(NC(=O)c2cc(S(=O)(=O)N3CCCCC3)ccc2Cl)CC(C)(C)N1	i	18	i	i	i	i	i	i	-1	i	-14
O=C(CCc1ccccc1)Nc1ccnn1C1CCN(Cc2ccc(OCCO)cc2)CC1	i	-1	i	i	i	i	i	i	-4	i	-6
O=C(Cc1ccccc1)NCc1ccc(-n2cccc2)cc1	i	2	i	i	i	i	i	i	2	i	-7
O=C1NC(c2ccccc2OC(F)F)Oc2ccccc21 (configuration not stated)	i	-1	i	i	i	i	i	i	3	i	-11
COc1cc(/C=c2\s/c(=C(/C#N)C(=O)N3CCCC3)n(-c3ccccc3)c2=O)ccc1O	i	.	i	i	i	i	i	i	3	i	-5
COc1ccccc1NC(=S)Nc1ccc2cn[nH]c2c1	i	-13	i	i	i	i	i	i	7	i	-20
Cn1c(SCC(=O)Nc2nccs2)nnc1C1CC1	i	14	i	i	i	i	i	i	-4	i	-2
CCOc1ccc(NC(=O)c2cc3c(C)nc4ccccc4c3o2)cc1	i	2	i	i	i	i	i	i	2	i	-6
CCc1nc2c3cnn(-c4cc(Cl)ccc4C)c3ncn2n1	i	53*	i	i	i	i	i	i	-2	i	-6

(list continues)
compound	KCNQ1 act	SKKanGAS inh	ANO1 activ	KCNQ1 block	RGS4 inh	RGS4 act	KCNK3 block	TMEM16A inh	HDAC3 inhib	KCNK9 inh	hERG rescue
O=c1c2ccccc2nnn1CCO	i	-5	i	i	i	i	i	i	1	i	-6
CC1CCCN(S(=O)(=O)c2ccc(CN3C(=O)c4cccnc4C3=O)cc2)C1 (configuration not stated)	i	-2	i	i	i	i	i	i	-2	i	-5
O=C(N/N=C/c1ccc(O)c(O)c1)c1cc(-c2ccccc2)nc2ccccc12	i	1	i	i	i	i	i	i	-2	i	-7
O=C(CSc1ccccc1)NC(=O)NCc1ccccc1	i	2	i	i	i	i	i	i	1	i	-6
Cc1c(C(=O)O)oc2ccc(S(=O)(=O)N3CCCC3)cc12	i	-2	i	i	i	i	i	i	-7	i	-9
COc1ccc(NC(=S)NC2CCCCC2)c(OC)c1	i	-4	i	i	i	i	i	i	-7	i	-3
CCOC(=O)c1c(C)[nH]c(C(=O)OC)c1CCC(=O)OC	i	1	i	i	i	i	i	i	0	i	-6
Cc1ccccc1NC(=O)N1C2CCCC1CC(NC(=O)C(C)(C)C)C2 (configuration not stated)	i	-1	i	i	i	i	i	.	.	i	-7
Cc1n[nH]c(C)c1S(=O)(=O)N1CCC(C(=O)O)CC1	i	3	i	i	i	i	i	i	6	i	-9
CC(C)CCNC(=O)C(=O)NCCC1=CCCCC1	i	-4	i	i	i	i	i	i	6	i	-5
CCN1C(=C2C(=O)c3ccccc3C2=O)C=Cc2ccccc21	i	2	i	i	i	i	i	i	3	i	-10
